NPY2 pot ag = potentiates or activates human NPY-Y2 receptor; P49146; cells expressing NPY-Y2, potentiator/agonist read-out; activation, % at 3.6 µM; actives 0.45% (n = 220,000); AID 1359; in the data active means activation above about 27%;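 further: cells stimulated with NPY near EC25 plus isoproterenol at EC100; 0% = vehicle plus submaximal agonist and 100% = vehicle plus saturating agonist; some results beyond the cut were filed as inactive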
Target sequence (P49146 whole entry, looked up): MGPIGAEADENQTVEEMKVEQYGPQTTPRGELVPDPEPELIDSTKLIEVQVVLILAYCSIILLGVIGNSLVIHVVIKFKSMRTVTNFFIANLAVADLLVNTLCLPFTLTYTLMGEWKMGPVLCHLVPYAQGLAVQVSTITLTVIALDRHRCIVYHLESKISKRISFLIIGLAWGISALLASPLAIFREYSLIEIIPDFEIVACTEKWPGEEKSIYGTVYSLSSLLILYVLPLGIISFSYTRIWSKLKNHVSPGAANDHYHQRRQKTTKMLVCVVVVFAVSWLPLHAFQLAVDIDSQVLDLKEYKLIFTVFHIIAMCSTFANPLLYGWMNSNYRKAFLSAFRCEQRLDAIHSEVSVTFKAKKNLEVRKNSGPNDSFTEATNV
p97 ATPase inh = blocks human p97 ATPase activity; P55072; recombinant p97 ATPase, Kinase-Glo ATP luminescence, 3 h; inhibition, % at 8 µM; actives 0.42% (n = 220,000); AID 1481; in the data active means inhibition above about 15%;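 further: 0% = DMSO vehicle and 100% = wells lacking enzyme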
eIF4E-4G inh = eIF4E/eIF4G interaction inhibition in translation initiation | TR-FRET eIF4E-eIF4GI(517-606) binding, 2 h | P63073+Q04637 | inhibition, % at 21.7 µM | actives 0.37% (n = 220,000);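 active means inhibition above about 30%, limit read from the data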;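 further: 0% = full FRET control wells and 100% = background wells lacking eIF4GI fragment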
NPY-Y1 PAM-ag = potentiators or agonists of human neuropeptide Y receptor Y1. AID 1304. actives 0.37% (n = 220,000). activation, % at 3.6 µM. NPY-Y1 expressing cells, potentiator/agonist activation; in the data active means activation above about 33%, passing the limit was not always enough;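 further: cells stimulated with NPY at EC10 then isoproterenol at EC100; 0% = low agonist plus stimulus and 100% = saturating agonist plus stimulus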
Target sequence (P25929 whole entry, looked up): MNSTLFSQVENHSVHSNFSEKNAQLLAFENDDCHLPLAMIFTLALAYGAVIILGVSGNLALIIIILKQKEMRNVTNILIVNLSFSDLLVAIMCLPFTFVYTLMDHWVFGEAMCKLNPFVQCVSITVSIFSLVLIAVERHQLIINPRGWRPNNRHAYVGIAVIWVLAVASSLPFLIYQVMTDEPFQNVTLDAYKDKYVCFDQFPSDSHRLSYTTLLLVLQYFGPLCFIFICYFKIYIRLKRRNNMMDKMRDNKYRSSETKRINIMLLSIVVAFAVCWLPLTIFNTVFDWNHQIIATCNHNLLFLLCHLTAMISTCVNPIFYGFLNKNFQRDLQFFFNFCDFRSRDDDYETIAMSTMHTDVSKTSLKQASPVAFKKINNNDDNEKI
NPY Y1 blocker = blocks the human neuropeptide Y Y1 receptor. inhibition, % at 3.6 µM. P25929. HEK293-CNG Y1 cells, membrane potential fluorescence; NPY at EC95, then isoproterenol. actives 1% (n = 200,000);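 active means inhibition above the campaign mean inhibition of all tested compounds plus 3 SD, cut at about 20% in these data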;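 further: 0% = DMSO wells given NPY plus isoproterenol and 100% = isoproterenol alone without NPY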
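Test system: HEK293 cells co-expressing NPY Y1 receptor and cyclic-nucleotide gated channel; Also added: NPY (25 nM), isoproterenol (1 µM), Ro 20-1724 (25 µM); Compound dosing: one concentration, 3.6 µM, in 0.4% DMSO; Timing: dye 3 h, compound 60 min room temperature, stimulation 45 min; Technique: Membrane-potential fluorescent dye readout.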
S1P4 ag = activates the human S1P4 receptor | activation, % at 4.98 µM | actives 0.35% (n = 220,000) | AID 1509 | O95977 | S1P4-expressing cell line, agonist reporter assay; in the data active means activation above about 11%;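 further: 0% = DMSO vehicle and 100% = reference agonist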
S1P4 antagonist = human S1P4 receptor antagonism | inhibition, % at 4.98 µM | O95977 | AID 1510 | actives 0.26% (n = 220,000) | S1P4-expressing cells, antagonist mode, reporter read-out; in the data active means inhibition above about 29%;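 further: 0% = wells stimulated with agonist and 100% = vehicle wells without agonist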
EP2 antag = EP2 receptor (human) inhibition; P43116; C6 glioma cells expressing human EP2, cAMP TR-FRET; cells stimulated with saturating PGE2; inhibition, % at 25 µM; actives 0.52% (n = 260,000); AID 1422;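 active means percent inhibition above 40 after rounding to a whole number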;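 further: rat C6 glioma host cells with rolipram phosphodiesterase inhibitor present; the protocol text gives 20 µM as final concentration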
EP2 modulator = modulates human prostaglandin E2 receptor EP2 signaling | induction, % at 25 µM | P43116 | actives 0.83% (n = 260,000) | EP2-expressing cells, cAMP HTRF FRET, PGE2 co-stimulation;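 active means compounds whose cAMP rise, as percent of the full-agonist control response, exceeds 60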;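 further: rat C6 glioma line stably carrying human EP2 under a CMV promoter; the protocol text gives 20 µM as final concentration; 100% = response of wells given 1 µM PGE2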
An asterisk follows results filed as active; & = joins results of further samples; [ ] = remark or other dose. An excerpt; the hit share may differ from the screen's.

How did CC(C)n1c(SCC(N)=O)nc2c1c(=O)n(C)c(=O)n2C do in these assays?
NPY2 pot ag: -3; p97 ATPase inh: 1; eIF4E-4G inh: -5; NPY-Y1 PAM-ag: -7; NPY Y1 blocker: 3; S1P4 ag: -1.8; S1P4 antagonist: -2; EP2 antag: 6; EP2 modulator: 12

Results for COc1ccc(CNC(=O)c2c(O)c3ccccc3n(C)c2=O)cc1OC ?
NPY2 pot ag: -12; p97 ATPase inh: -1; eIF4E-4G inh: -3; NPY-Y1 PAM-ag: -14; NPY Y1 blocker: -6; S1P4 ag: 0.3; S1P4 antagonist: -27; EP2 antag: 11; EP2 modulator: 27

How did COC(=O)c1cc(NC(=O)Cc2cc(OC)c(OC)c(OC)c2)cc(C(=O)OC)c1 do in these assays?
NPY2 pot ag: 0; p97 ATPase inh: 6; eIF4E-4G inh: 0; NPY-Y1 PAM-ag: 1; NPY Y1 blocker: 3; S1P4 ag: 0.1; S1P4 antagonist: -8; EP2 antag: 7; EP2 modulator: -12

What do the screens show for `COC(=O)CC1C(=O)NCCN1C(=O)Nc1ccccc1` (stereo unspecified)?
NPY2 pot ag: -3; p97 ATPase inh: 0; eIF4E-4G inh: -2; NPY-Y1 PAM-ag: -9; NPY Y1 blocker: 3; S1P4 ag: 0.0; S1P4 antagonist: -5; EP2 antag: 4; EP2 modulator: 10

How did O=C(NC12CC3CC(CC(C3)C1)C2)N1CCN(C(=O)C2CCCO2)CC1 (stereo unspecified) do in these assays?
NPY2 pot ag: 7; p97 ATPase inh: -2; eIF4E-4G inh: -9; NPY-Y1 PAM-ag: 3; NPY Y1 blocker: 3; S1P4 ag: -0.8; S1P4 antagonist: 6; EP2 antag: 14; EP2 modulator: 31

What do the screens show for `CN1C(=C2C(=O)OC(C)(C)OC2=O)Sc2ccccc21`?
NPY2 pot ag: 0; p97 ATPase inh: 2; eIF4E-4G inh: -3; NPY-Y1 PAM-ag: 28; NPY Y1 blocker: -6; S1P4 ag: 1.7; S1P4 antagonist: 6; EP2 antag: 13; EP2 modulator: -2

How did Cc1ccc(C(=O)N/N=C\c2ccc([N+](=O)[O-])s2)cn1 do in these assays?
NPY2 pot ag: -9; p97 ATPase inh: 6; eIF4E-4G inh: 1[fluorescence artefact?]; NPY-Y1 PAM-ag: -11; NPY Y1 blocker: -1; S1P4 ag: 2.5; S1P4 antagonist: -11; EP2 antag: 7; EP2 modulator: 13

What do the screens show for `CCCCOC(=O)C1=C(C)Nc2ncnn2C1c1cccc(OC)c1` (stereo unspecified)?
NPY2 pot ag: 11; p97 ATPase inh: 1; eIF4E-4G inh: -2; NPY-Y1 PAM-ag: 2; NPY Y1 blocker: -4; S1P4 ag: -1.0; S1P4 antagonist: 4; EP2 antag: 6; EP2 modulator: 9

What do the screens show for `Cc1cc(OC(C)C)nc(-c2ccccc2O)n1`?
NPY2 pot ag: 12; p97 ATPase inh: 1; eIF4E-4G inh: -7; NPY-Y1 PAM-ag: 5; NPY Y1 blocker: 9; S1P4 ag: -5.4; S1P4 antagonist: -3; EP2 antag: 2; EP2 modulator: 45

How did CC(C)OCCCNC(=O)Cn1ncc2c(=O)oc3ccccc3c21 do in these assays?
NPY2 pot ag: 17; p97 ATPase inh: 4; eIF4E-4G inh: 1; NPY-Y1 PAM-ag: -8; NPY Y1 blocker: 9; S1P4 ag: 0.8; S1P4 antagonist: 3; EP2 antag: 15; EP2 modulator: 27

Next section; it opens with the three that closed the last part.
What do the screens show for `CCCCOC(=O)C1=C(C)Nc2ncnn2C1c1cccc(OC)c1` (stereo unspecified)?
NPY2 pot ag: 11; p97 ATPase inh: 1; eIF4E-4G inh: -2; NPY-Y1 PAM-ag: 2; NPY Y1 blocker: -4; S1P4 ag: -1.0; S1P4 antagonist: 4; EP2 antag: 6; EP2 modulator: 9

What do the screens show for `Cc1cc(OC(C)C)nc(-c2ccccc2O)n1`?
NPY2 pot ag: 12; p97 ATPase inh: 1; eIF4E-4G inh: -7; NPY-Y1 PAM-ag: 5; NPY Y1 blocker: 9; S1P4 ag: -5.4; S1P4 antagonist: -3; EP2 antag: 2; EP2 modulator: 45

How did CC(C)OCCCNC(=O)Cn1ncc2c(=O)oc3ccccc3c21 do in these assays?
NPY2 pot ag: 17; p97 ATPase inh: 4; eIF4E-4G inh: 1; NPY-Y1 PAM-ag: -8; NPY Y1 blocker: 9; S1P4 ag: 0.8; S1P4 antagonist: 3; EP2 antag: 15; EP2 modulator: 27

How did CCOC(=O)c1c(NC(=O)CSc2nnc(-c3c[nH]c4ccccc34)n2C)sc2c1CCCC2 do in these assays?
NPY2 pot ag: -1; p97 ATPase inh: 4; eIF4E-4G inh: 1[fluorescence artefact?]; NPY-Y1 PAM-ag: 5; NPY Y1 blocker: -1; S1P4 ag: 1.0; S1P4 antagonist: 1; EP2 antag: 9; EP2 modulator: 36

Results for S=c1[nH]nc(C2CCCCC2)n1/N=C/c1cccs1 ?
NPY2 pot ag: -2; p97 ATPase inh: -5; eIF4E-4G inh: 11; NPY-Y1 PAM-ag: 6; NPY Y1 blocker: -6; S1P4 ag: 2.8; S1P4 antagonist: -6; EP2 modulator: 11

How did CN(C)c1ccc(/C=c2/sc3n(c2=O)NC2(c4ccccc4)N(C)C(=O)N(C)C2(c2ccccc2)N=3)cc1 (stereo unspecified) do in these assays?
NPY2 pot ag: -13; p97 ATPase inh: 7; eIF4E-4G inh: 4; NPY-Y1 PAM-ag: -14; NPY Y1 blocker: -3; S1P4 ag: 1.6; S1P4 antagonist: 3; EP2 antag: 10; EP2 modulator: 10

What do the screens show for `CN(C)CCNc1ncnc2c1sc1nc(N3CCOCC3)c3c(c12)CC(C)(C)SC3`?
NPY2 pot ag: -28; p97 ATPase inh: -9; eIF4E-4G inh: -4; NPY-Y1 PAM-ag: -46; NPY Y1 blocker: 15; S1P4 ag: -2.0; S1P4 antagonist: -27; EP2 antag: 7; EP2 modulator: -20

Results for CCOC(=O)Cn1c(S(=O)(=O)Cc2ccccc2)nc2ccccc21 ?
NPY2 pot ag: 0; p97 ATPase inh: 0; eIF4E-4G inh: 0; NPY-Y1 PAM-ag: 8; NPY Y1 blocker: -1; S1P4 ag: 3.0; S1P4 antagonist: -12; EP2 antag: 12&13; EP2 modulator: 3&11

Results for COc1cc(C(=O)NCc2cn3cccc(C)c3n2)cc(OC)c1OC ?
NPY2 pot ag: -7; p97 ATPase inh: 2; eIF4E-4G inh: 2[fluorescence artefact?]; NPY-Y1 PAM-ag: -17; NPY Y1 blocker: 3; S1P4 ag: -2.7; S1P4 antagonist: -23; EP2 antag: 9; EP2 modulator: -6

How did CCNC(=O)NC(C(=O)OC)C12CC3CC(CC(C3)C1)C2 (stereo unspecified) do in these assays?
NPY2 pot ag: 13; p97 ATPase inh: 0; eIF4E-4G inh: -5; NPY-Y1 PAM-ag: -16; NPY Y1 blocker: -1; S1P4 ag: -0.7; S1P4 antagonist: -15; EP2 antag: 14; EP2 modulator: 7

Results for COc1cccc(/C=N/NC(=O)c2cccc([N+](=O)[O-])c2)c1OS(=O)(=O)c1ccc(C)cc1 ?
NPY2 pot ag: 1; p97 ATPase inh: 5; eIF4E-4G inh: 4; NPY-Y1 PAM-ag: 10; NPY Y1 blocker: 5; S1P4 ag: -0.4; S1P4 antagonist: -2; EP2 antag: 9; EP2 modulator: -27

How did Clc1ccc(-c2nc3ncccn3c2Cl)cc1 do in these assays?
NPY2 pot ag: 4; p97 ATPase inh: 5; eIF4E-4G inh: -1; NPY-Y1 PAM-ag: 3; NPY Y1 blocker: -5; S1P4 ag: 0.4; S1P4 antagonist: -6; EP2 antag: 3; EP2 modulator: -36

Results for CC/C(=N\NC(=O)CCC(=O)NCc1ccccc1)c1ccc(O)cc1 ?
NPY2 pot ag: 9; p97 ATPase inh: 7; eIF4E-4G inh: -4; NPY-Y1 PAM-ag: 4; NPY Y1 blocker: 1; S1P4 ag: -0.8; S1P4 antagonist: 2; EP2 antag: 2; EP2 modulator: 23

Results for Cn1c(=O)c(C(=O)NCC2CCCO2)c(O)c2ccccc21 (stereo unspecified) ?
NPY2 pot ag: -12; p97 ATPase inh: 1; eIF4E-4G inh: 1; NPY-Y1 PAM-ag: -3; NPY Y1 blocker: 4; S1P4 ag: 0.9; S1P4 antagonist: -6; EP2 antag: 12; EP2 modulator: 26

What do the screens show for `Cc1c(Cl)cccc1N=C(N)N=C(N)N`?
NPY2 pot ag: -5; p97 ATPase inh: 6; eIF4E-4G inh: -3; NPY-Y1 PAM-ag: -2; NPY Y1 blocker: 2; S1P4 ag: 1.1; S1P4 antagonist: -10; EP2 antag: 8; EP2 modulator: -48

What do the screens show for `CCOc1ccccc1-n1c(SCC(N)=O)nnc1-c1cccnc1`?
NPY2 pot ag: 3; p97 ATPase inh: 6; eIF4E-4G inh: 5; NPY-Y1 PAM-ag: 20; NPY Y1 blocker: 0; S1P4 ag: 2.1; S1P4 antagonist: -6; EP2 antag: -2; EP2 modulator: -2

What do the screens show for `Cc1cc(Nc2ccc(F)cc2)n2nc(C)nc2n1`?
NPY2 pot ag: -2; p97 ATPase inh: 5; eIF4E-4G inh: 0[fluorescence artefact?]; NPY-Y1 PAM-ag: 0; NPY Y1 blocker: -3; S1P4 ag: -0.4; S1P4 antagonist: -15; EP2 antag: 4; EP2 modulator: 18

What do the screens show for `C=CCSc1nc(N2CCOCC2)c2c(c1C#N)CC(C)(C)N(C)C2`?
NPY2 pot ag: -20; p97 ATPase inh: -1; eIF4E-4G inh: 0; NPY-Y1 PAM-ag: -14; S1P4 ag: -0.2; S1P4 antagonist: 3; EP2 antag: 8; EP2 modulator: 13

Results for Cc1nn(-c2ccc(F)cc2)c2sc(C(=O)N3CCCCCC3)cc12 ?
NPY2 pot ag: 6; p97 ATPase inh: 6; eIF4E-4G inh: 6; NPY-Y1 PAM-ag: 6; NPY Y1 blocker: 3; S1P4 ag: -0.2; S1P4 antagonist: 7; EP2 antag: 3; EP2 modulator: 1

How did CCCC(=O)c1ccc(N2CCCC2)c(F)c1 do in these assays?
NPY2 pot ag: 4; p97 ATPase inh: 0; eIF4E-4G inh: -3[fluorescence artefact?]; NPY-Y1 PAM-ag: -1; NPY Y1 blocker: -2; S1P4 ag: -0.9; S1P4 antagonist: -15; EP2 antag: 13; EP2 modulator: 12

What do the screens show for `CCC(=O)Nc1nc2ccccc2n1Cc1ccccc1Cl`?
NPY2 pot ag: -7; p97 ATPase inh: 6; eIF4E-4G inh: 1; NPY-Y1 PAM-ag: 16; S1P4 ag: -0.2; S1P4 antagonist: 14; EP2 antag: 13; EP2 modulator: 20

What do the screens show for `O=C(NCc1ccc(Cl)cc1)C1CCCO1` (stereo unspecified)?
NPY2 pot ag: 4; p97 ATPase inh: 4; eIF4E-4G inh: -4; NPY-Y1 PAM-ag: 7; NPY Y1 blocker: -2; S1P4 ag: 2.0; S1P4 antagonist: -15; EP2 antag: 11; EP2 modulator: 17

How did COc1ccc2[nH]c(CN3CCN(C(C)C)C(CCO)C3)c(C)c2c1 (stereo unspecified) do in these assays?
NPY2 pot ag: -12; p97 ATPase inh: 2; eIF4E-4G inh: 2; NPY-Y1 PAM-ag: -2; NPY Y1 blocker: 1; S1P4 ag: -0.8; S1P4 antagonist: -3; EP2 antag: 6; EP2 modulator: -35

Screening data (PubChem)
